Bioassay records from PubChem.
KLF5 inhibitor: suppresses KLF5 promoter-driven expression; 290,000 compounds, 0.23% hits; inhibition, % at 5 µM; AID 1700; DLD-1 KLF5 promoter-luciferase reporter, luminescence;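 active = inhibition above a per-plate limit of that plate's mean compound inhibition plus 3 SD, cut at about 60% in these data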;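 also: 0% = DMSO wells and 100% = LY294002 at 200 µM; higher means less KLF5 promoter-driven luciferase light; inactives centre near -14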
HSF-1 act: increases HSF-1 driven luciferase reporter signal; activation, % at 9 µM; AID 504408; NIH3T3-HGL HSF-1 luciferase reporter, MG132, 8 h; 100% = twice DMSO control signal; 300,000 compounds, 1.7% hits;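 active = mean replicate activation of at least 50% with a set share of replicates each reaching 50%; inconclusive = only one of those two conditions met; inactive = mean below 50% and too few replicates reaching it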;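 also: 0% = median of the neutral control wells and 100% = twice that signal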
IEC-6 cytotox: IEC-6 cytotoxicity, counter-screen for KLF5 inhibitors. inhibition, % at 5 µM. luminescence viability. 290,000 compounds, 0.78% hits; in the data active = inhibition above about 22%;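 also: 0% = plate median of test compound wells and 100% = cytotoxic reference compound wells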
Platelet DG rel: platelet dense granule release activity; human platelet-rich plasma, SFLLRN dense granule ATP release, luminescence; inhibition, %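 (compounds screened at 7.5 µM in platelet-rich plasma)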; 300,000 compounds, 0.22% hits;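 active = mean replicate score, as percent of positive control, at or above 50; inconclusive = mean below 50 but at least one replicate at or above 50; inactive = mean and every replicate below 50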
HSP90 inh: HSP90 refolding inhibition in rabbit reticulocyte lysate. luciferase refolding luminescence, 3 h. inhibition, % at 5.6 µM. 290,000 compounds, 0.91% hits;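 active = inhibition above the screen-wide mean plus 3 SD, computed separately per campaign, cut at about 16% in these data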;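 also: 0% = DMSO wells and 100% = 60 µM geldanamycin wells; inhibitors lower the luminescence because luciferase stays unfolded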
HSF1 inhib: HSF1 inhibition. NIH3T3-HGL HSE-luciferase, MG132-induced, luminescence 8 h; active compounds read low. activity change, negative = inhibition, % at 7.5 µM (by protocol). AID 2098. 300,000 compounds, 0.77% hits;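 active = more than half of replicate wells show activity change below -50%, luminescence cut by over half; inconclusive = some wells, but at most half, below -50%; inactive = no replicate well below -50%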;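 also: luciferase reports HSF-1 transcriptional activity via heat shock element; 0% = median of DMSO wells and -100% = zero luminescence signal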
SKKanGAS inh: SKKanGAS growth inhibition; S. pyogenes SKKanGAS, kanamycin growth, BacTiter-Glo, 6 h; inhibition, % at 7.5 µM; 300,000 compounds, 1.3% hits;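 active = mean replicate score, as percent of positive control median, at least 50; inconclusive = mean below 50 but one replicate at or above 50; inactive = mean and every replicate below 50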;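 also: strain carries kanamycin resistance gene driven by streptokinase promoter and grows in 40 µg/ml kanamycin; loss of luminescence reflects streptokinase promoter inhibition or plain growth inhibition; 0% = median of DMSO wells and 100% = positive control at its reference dose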
AI-2 QS mod: modulators of Vibrio harveyi AI-2 quorum sensing system | 300,000 compounds, 0.4% hits | activity change, % at 7.5 µM | Vibrio harveyi JMH597 AI-2 luminescence/OD600 ratio, 9 h; active compounds read low; strain lacks LuxN and CqsS sensors; 0 = neutral-control median; in the data active = activity change below about -75%, passing the limit was not always enough; inconclusive = no clear call, values can overlap the other calls;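 also: luminescence divided by OD600 gain over 9 h not by final OD600 alone; inactives centre near 13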
HIF act: HIF pathway transcriptional activation; activation, % at 7.5 µM (by protocol); 300,000 compounds, 0.32% hits; U2OS HRE-luciferase reporter, luminescence; normalized: DMSO 0%, desferrioxamine 100%;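 active = mean activation of at least 10% of the iron chelator positive control signal, with at least half of replicates also reaching 10%; inconclusive = mean and replicate majority disagree about reaching 10%; inactive = mean and most replicates under 10%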
aSyn UTR inh: 5' untranslated region of α-synuclein, MLPCN primary screen; alpha-synuclein 5'UTR reporter, inhibitor activity; 300,000 compounds, 0.82% hits; inhibition, % (tested at 7.5 µM); AID 1813; in the data active = inhibition above about 60%; inconclusive = no clear call, values can overlap the other calls;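 also: H4 neuroglioblastoma cells stably carrying SNCA 5'UTR luciferase fusion; 0% = DMSO wells and 100% = positive control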
* marks the source's active call; other numbers are inactive results; u = inconclusive; x = not tested or not shown. This is a random part of the collection; any-hit rate near 6%.

SMILES	KLF5 inhibitor	HSF-1 act	IEC-6 cytotox	Platelet DG rel	HSP90 inh	HSF1 inhib	SKKanGAS inh	AI-2 QS mod	HIF act	aSyn UTR inh
CC(=O)Nc1c(C)cc(S(C)(=O)=O)cc1C	-4	3	8	-4	-2	3	1	14	0.5	-23
Cc1ccc(NC(=O)[C@H](Cc2ccccc2)NC(=O)[C@@H]2Cc3ccccc3CN2)c(C)c1	-1	-1	2	-3	0	-4	5	14	-0.1	-4
O=C(NCCCN1CCOCC1)c1cccnc1	-4	-1	-1	-10	-3	-2	1	20	-0.5	-2
O=S(=O)(c1ccc(S(=O)(=O)N(Cc2ccco2)Cc2ccccc2Cl)cc1)N1CCCC1	-6	-43	6	-2	0	-27	11	23	-0.2	-15
CNC(=S)Nc1cccc(Cl)c1C	-17	24	-1	-3	0	2	-13	22	-0.3	14
Cn1c(SCC(=O)N2CCOCC2)nnc1-c1ccco1	-40	12	0	-2	0	9	6	20	0.6	-5
Cc1ccc(CC(NC(=O)c2ccccc2)C(=O)NC(Cc2ccccc2)C(=O)O)cc1 (configuration not stated)	-8	4	0	1	-2	-4	-2	13	-0.1	9
COc1ccccc1CNC(=O)c1ccccc1C(=O)NC(CC(C)C)C(=O)NCc1ccccc1OC (configuration not stated)	-32	11	2	3	-2	4	-3	42	-0.4	11
Oc1c(C(Nc2cccc(C(F)(F)F)c2)c2cccnc2)ccc2cccnc12 (configuration not stated)	-7	-3	-2	-3	1	-12	u	23	1.8	-27
COc1ccc(OC)c(S(=O)(=O)N(C)CC(=O)N2CCOCC2)c1	-26	-5	-13	-2	-5	-6	-1	20	-0.3	-13
COc1ccc(S(=O)(=O)NCc2ccc(C(=O)O)cc2)cc1	1	-2	-2	2	1	-3	7	21	-0.5	1
Cc1ccc2nc(SCC(=O)Nc3ncccn3)[nH]c2c1	1	16	-2	9	2	4	3	-18	1.2	-36
COc1ccc(C(=O)NCCn2nc(C)cc2C)cc1OC1CCN(C(C)=O)CC1	-15	1	7	7	1	0	-1	14	0.0	14
CCCNS(=O)(=O)c1ccc(OCC(=O)Nc2ccc3c(c2)OCCO3)cc1	-34	8	-6	1	1	-5	2	26	-0.2	1
CCC1CCCCN1C(=S)NCc1ccccc1 (configuration not stated)	8	-6	2	-11	-2	-2	8	31	0.0	2
Cc1ccc(C2=Nc3ccccc3N=C(c3ccc([N+](=O)[O-])cc3)C2)c(O)c1	-4	6	3	5	3	6	13	30	1.1	9
O=c1[nH]c(=O)n(C2CCCO2)cc1F (configuration not stated)	-18	-11	0	-1	4	0	-2	7	0.1	20
CCn1c(SCC(=O)OC)nnc1-c1ccc(C)cc1	-7	1	0	6	0	-10	-1	12	0.4	-25
CN1C(=O)Cc2cc(S(=O)(=O)NCCc3ccccc3)ccc21	-3	-22	0	10	-4	-2	3	14	0.1	-2
CC[C@H](C)NC(=O)c1ccc(Cn2c(=S)[nH]c3c([nH]c4ccc(OC)cc43)c2=O)cc1	-37	-58	4	-2	-2	-58*	-1	-10	-0.2	17
CCCn1c(CN(Cc2ccccc2)Cc2ccccc2)nc2c1c(=O)n(C)c(=O)n2C	-2	-10	-1	-1	0	-2	13	14	0.1	0
O=C(O)C(F)(F)C(NCc1ccccc1)c1ccccc1 (configuration not stated)	-14	9	-10	-7	-2	-6	-12	5	-0.1	6
CCOc1ccc2nc(SC3CC(=O)N(c4ccc(OC)cc4)C3=O)sc2c1 (configuration not stated)	2	28	3	3	-1	12	14	4	1.0	-34
Cc1ccccc1NC(=O)COc1ccc(S(=O)(=O)N2CCCC2)cc1C	-7	-8	-7	17	-4	-7	0	21	-0.2	1
CCCCOCC(O)Cn1c(C)nc2ccccc21 (configuration not stated)	-15	1	-4	4	0	0	2	16	-0.1	27
CSc1nc(C2CC2)cc(-c2cccs2)c1C#N	-27	-2	3	1	-2	7	-5	23	x	27
CN(C(=O)COn1nnc2ccc(S(=O)(=O)N3CCOCC3)cc21)c1ccccc1	x	-7	x	3	x	-6	19	7	0.8	-2
CC(C)(C)SCCNS(=O)(=O)c1ccc2ccccc2c1	-3	7	0	-4	-1	-6	-3	-11	-0.3	1
CSCCC(NS(=O)(=O)c1ccc2c(c1)Cc1cc(S(=O)(=O)NC(CCSC)C(=O)O)ccc1-2)C(=O)O (configuration not stated)	-36	-36	0	-9	-2	-19	0	8	0.8	-11
CN1CCN(C(=O)/C(=C/c2cccs2)NC(=O)c2cccs2)CC1	-5	-5	-3	8	-5	2	-14	3	-0.7	21
COc1ccc(NC(=S)NN2CCOCC2)cc1OC	-8	-5	5	-2	-3	-3	-4	11	0.1	8
Cn1nc(C(=O)NCc2ccccc2)c2ccccc2c1=O	-46	-13	-2	x	3	-6	10	11	1.3	-9
CCCCNCc1ccc(SC)cc1	-24	-1	1	-1	0	4	8	1	0.0	19
O=C(CSc1ccc2nnc(-c3cccnc3)n2n1)Nc1ccc(F)cc1F	-54	-5	-3	-9	-1	0	2	51	-21	-7
Cc1ccc2nc(-c3ccccn3)cc(C(=O)Nc3ccc4c(c3)OCO4)c2c1	12	-10	1	0	4	-10	1	2	0.0	8
Cc1ccc2cccc(NC(=S)NC(=O)c3ccnn3C)c2n1	-33	17	10	-1	4	1	0	-1	0.8	-2
Cc1ccccc1NC(=S)N1CCC(NC(=O)c2ccco2)CC1	1	-6	1	2	-5	-1	x	40	-0.9	17
COc1ccc(CCNC(=O)c2ccc3c(c2)N(Cc2ccc(F)cc2)CCS3)c(OC)c1	-36	35	6	-3	6	16	-3	-9	-0.3	2
Cc1ccc(NC(=O)N2CCCC2C(=O)NCC2CCCO2)cc1 (configuration not stated)	-1	-4	1	-9	7	-1	6	4	0.0	10
COc1cc2c(=O)n(CCC(=O)NCC3CCCO3)c(=O)n(CC(=O)c3ccc(Cl)cc3)c2cc1OC (configuration not stated)	-17	-7	-1	16	3	-2	-7	35	-0.2	21
COc1cc(NC(=O)CSc2nnnn2-c2ccccc2)cc(OC)c1OC	15	-73	4	1	2	-64*	-5	42	0.2	6
O=C(NP(=O)(N1CCCC1)N1CCCC1)C1=C(N2CCOCC2)/C(=C/c2cccc([N+](=O)[O-])c2)CC1	8	21	1	4	4	22	-21	17	0.2	6
C=CCNC(=O)/C(C#N)=C\c1cc(Cl)c(OCC)c(OC)c1	4	0	3	-3	2	-4	3	16	-0.5	-5
O=C(Nc1ccc2[nH]c3c(c2c1)CCCC3)c1ccco1	-30	45	-4	2	2	20	22	24	0.5	-55
CCOC(=O)Cc1cc(=O)[nH]c(/N=C(\N)Nc2ccc(OC)cc2)n1	-28	-6	2	9	-2	0	-4	30	0.2	3
O=C(O)c1ccc(C(=O)c2ccc3c(c2)C(=O)N(CC2CCCO2)C3=O)cc1 (configuration not stated)	0	6	-6	-8	-4	-4	3	47	0.3	-7
O=C(CSc1ccc2ccccc2c1Br)Nc1cccc(S(=O)(=O)NC2=NCCCCC2)c1	4	42	15	3	1	27	19	15	-0.5	64*
CC(Cc1ccccc1)NC(=O)c1cc2ccccc2o1 (configuration not stated)	-104	43	3	-11	-3	38	3	-4	1.4	-162

Records listed so far that bear a hit mark in aSyn UTR inh.
SMILES | KLF5 inhibitor | HSF-1 act | Platelet DG rel | HSP90 inh | HSF1 inhib | AI-2 QS mod | aSyn UTR inh
O=C(CSc1ccc2ccccc2c1Br)Nc1cccc(S(=O)(=O)NC2=NCCCCC2)c1 | 4 | 42 | 3 | 1 | 27 | 15 | 64*

Next part.
SMILES	KLF5 inhibitor	HSF-1 act	IEC-6 cytotox	Platelet DG rel	HSP90 inh	HSF1 inhib	SKKanGAS inh	AI-2 QS mod	HIF act	aSyn UTR inh
O=C(O)CNC(=O)/C(=C\c1ccco1)NC(=O)c1ccco1	-14	-7	-2	8	-1	-8	0	10	-4.3	4
O=c1oc2ccccc2c(Cl)c1CN1CCCCC1	-5	42	8	-5	-1	13	19	9	-0.2	-12
CC(CCc1ccccc1)NC(=O)CN1CCSc2ccccc21 (configuration not stated)	-26	3	5	1	1	2	2	46	0.1	0
Cc1cccc(C)c1NC(=S)N(CCc1ccncc1)C(C)C	-19	-10	-4	0	-2	-2	9	4	-0.1	6
Cc1cccc(/C=N/NC(=O)CC(=O)NCCc2ccccc2)c1	x	-12	x	18	x	-8	2	17	-0.1	11
CCN1CCN(Cc2ccc(NC(=O)c3cc(NC(=O)c4cc(-c5ccc(OC)cc5)n[nH]4)cc(OC)c3)cc2C(F)(F)F)CC1	x	8	x	6	x	2	71*	19	1.8	106*
O=C(NCCc1ccccc1)c1ccc(Cl)cc1[N+](=O)[O-]	-37	7	-10	6	-6	7	2	23	5.1	-167
O=C(CCCCn1c(=O)c2ccccc2n(Cc2ccc(Cl)cc2)c1=O)NCc1ccco1	-4	15	-2	17	4	7	5	11	1.3	11
Cc1ccc(-n2nc3c(=O)n(CCCC(=O)NCc4ccc(F)cc4)nc(C)c3c2C)cc1	-11	11	13	-3	1	5	4	13	-0.2	36
O=C(O)C1CCN(C(=O)CSc2nc3cc(Cl)ccc3c(=O)n2Cc2ccccc2)CC1	-11	-1	9	-1	0	-17	3	x	-0.4	0
COc1ccc(NC(=O)CSc2nnc3ccc(-c4ccncc4)nn23)cc1	x	-18	x	20	x	-7	-2	44	0.0	13
COc1nc(NC(C)(C)C)nc(Oc2ccc(=O)n(C)n2)n1	-37	-12	-3	16	0	-7	-9	6	-0.2	4
Cc1ccc(CSCC2Nc3ccc(C(=O)N4CCN(c5ccc(F)cc5)CC4)cc3NC2=O)cc1 (configuration not stated)	-32	-7	-6	2	1	-7	8	9	0.3	-2
O=C(O)c1cnn2c(-c3ccccc3)ccnc12	-9	-6	9	1	4	-5	4	2	-0.2	-3
Cn1c(=O)[nH]c(=O)c2c1nc(SCC(=O)O)n2CCc1ccccc1	-4	13	3	-1	0	0	-4	4	-0.4	13
COC(=O)Cc1c(C)c2ccc(O)c(CN3CCCC(C)C3)c2oc1=O (configuration not stated)	-18	x	-9	-1	2	x	-2	9	-0.2	3
CC(Oc1ccccc1)c1ccnc(N)n1 (configuration not stated)	-22	7	-3	-6	1	-3	-12	1	0.0	-3
COc1ccc(NC(=O)c2cccc3ccccc23)cc1	-28	-6	-2	-1	0	4	4	x	4.5	-96
NC(=O)c1ccc(NC(=O)CN2CCOCC2)cc1	13	3	8	3	-2	-4	-4	22	-1.1	4
CCOC(=O)C(Cc1ccccc1)(NC(C)=O)C(=O)OCC	-37	-3	-8	3	2	-8	-5	8	0.2	-16
CSCC[C@H](NC(=O)N1CCn2c1nc1ccccc12)C(=O)NCC1CCCO1 (some centres not stated)	-9	11	-5	6	-2	0	-5	7	0.0	21
CCOC(=O)C1CCCN(C(=O)CSCc2ccccc2)C1 (configuration not stated)	26	11	0	-8	-1	18	8	24	-0.9	-112
COc1cc(N)ccc1C(=O)O	-8	-62	-2	-8	5	-60*	19	20	2.0	-76
